D1 ag = Allosteric Agonists of the Human D1 Dopamine Receptor: qHTS. HEK293 T-REx D1 cells, calcium flux, agonist mode. activation, % at 2 µM. D(1A) dopamine receptor (Homo sapiens), P21728. 360,000 compounds, 1% hits. AID 504660, 2011; in the data active = activation above about 30%; also: 0% is about no effect
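Agonism was scored from calcium flux recorded over 180 s (1 read/s) after pintool compound addition, following a 10-cycle baseline. Cells were inducible force-coupled HEK293 TREx D1, plated overnight at 30 C and loaded with no-wash calcium dye.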
D1 potentiator = Potentiators of Human D1 Dopamine Receptor: qHTS. D(1A) dopamine receptor (Homo sapiens), P21728. HEK293 TREx D1 cells, calcium flux, dopamine EC20 potentiation. potentiation, % at 10 µM. 360,000 compounds, 0.036% hits. AID 504651, 2011; in the data active = potentiation above about 30%; also: 0% is about no effect
D2 potentiator = HTS Assay for Positive Allosteric Modulators of the Human D2 Dopamine Receptor: Primary Screen for Potentiators; HEK293 T-REx D2, calcium flux, EC20 dopamine potentiation; 340,000 compounds, 0.34% hits; potentiation, % at 10 µM;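 active = potentiation over 3 SD above the plate norm, cut at about 30% in these data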; also: 0% is about no effect
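Tetracycline-induced Hek293 Trex D2 cells, force-coupled to calcium, loaded with no-wash calcium dye. Compound added with 180 s kinetic read for agonism, then EC20 dopamine and a further 180 s read for potentiation.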
Vif-A3F inh = qHTS for Inhibitors of Vif-A3F Interactions: qHTS; HeLa A3F-eYFP + Vif (tagged APOBEC3F with the HIV-1 protein that degrades it), YFP fluorescence increase; Potency, µM (top dose mostly 46.1 µM), for inactives: at the top dose activity, negative = active; 390,000 compounds, 0.2% hits; AID 602313, 2012; also: potency is read from the fitted curve at half-maximal effect; % of control where 0% means no effect; nearly all actives have a fitted effect of over 65% in size
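Fluorescence increase (Ex 488/Em 500-530) after overnight compound treatment at 37 deg C flags inhibition of Vif-driven A3F-eYFP loss in stable HeLa A3F-eYFP/Vif cells seeded overnight beforehand.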
LDHA inh = qHTS assay for inhibitors of human lactate dehydrogenase. L-lactate dehydrogenase A chain (Homo sapiens), P00338. purified LDHA, NADH/diaphorase-resazurin fluorescence; hits give low values. activity change, % (values are at about 110 or 230 µM). 480,000 compounds, 0.15% hits. AID 1347041, 2019; in the data active = activity change below about -30%; inconclusive = mostly about -25% to -30%;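 also: plate controls were DMSO wells for no effect and wells without enzyme for full effect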
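Human LDH5 (2 nM) was incubated with 0.06 mM NADH and 0.2 mM pyruvate for 5 min at room temperature in Tris pH 7.4. Remaining NADH was coupled through diaphorase/resazurin, and resorufin fluorescence was read at 0 and 20 min.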
Vif-A3G inh = qHTS for Inhibitors of Vif-A3G Interactions: qHTS; AID 602310, 2012; 410,000 compounds, 0.076% hits; Potency, µM (top dose mostly 46.1 µM), for inactives: top-dose activity, negative = active, hits mostly inhibitors; HeLa A3G-eYFP + Vif (tagged APOBEC3G with the HIV-1 protein that degrades it), YFP fluorescence, overnight; DNA dC->dU-editing enzyme APOBEC-3G (Homo sapiens), Q9HC16;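 also: potency is read from the fitted curve at half-maximal effect; % is scaled to controls: 0 for no effect and ±100 for the full control effect; nearly all actives have a fitted effect of over 60% in size; hits raise eYFP signal because A3G escapes Vif-driven loss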
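HeLa cells stably expressing Vif and C-terminally eYFP-tagged A3G, seeded overnight at 37 deg C, then exposed to compound by pintool overnight at 37 deg C. Rise in yellow fluorescence (Ex 488/Em 500-530, Acumen) marks blocked Vif-driven A3G degradation.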
GRP78 ERSR act = qHTS for Inducers of the Endoplasmic Reticulum Stress Response (ERSR) in Human Glioma: qHTS. AID 602332, 2012. U87-MG GRP78 promoter luciferase reporter, 16 h. 420,000 compounds, 0.02% hits. Potency, µM, inactives show at the highest dose activation, usual class: activators; also: potency is read from the fitted curve at half-maximal effect; series mostly up to about 76 µM; % of control where 0% means no effect; nearly all actives have a fitted effect of over 35% in size
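Stably transfected U87-MG human glioma cells carrying a GRP78-based luminescent sensor were seeded at 1000 cells/well, pin-dosed with compounds and incubated 16 h. Luciferase reagent was then added, and end-point luminescence was read after 10 min at room temperature.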
RXFP1 ag = qHTS Assay for Agonists of the Relaxin Receptor RXFP1; Relaxin receptor 1 (Homo sapiens), Q9HBX9; HEK293T-RXFP1 cAMP TR-FRET, 30 min; response scale: percent of porcine relaxin response, buffer zero; Potency, µM (titrated, usually from 57.5 µM), without a hit: at the top dose activation, actives largely listed as activators; 370,000 compounds, 0.3% hits; also: potency is read from the fitted curve at half-maximal effect; % is scaled to controls: 0 for no effect and ±100 for the full control effect; nearly all actives have a fitted effect of over 60% in size; many of its hits are not listed in these tables
Target sequence (Q9HBX9 whole entry, looked up): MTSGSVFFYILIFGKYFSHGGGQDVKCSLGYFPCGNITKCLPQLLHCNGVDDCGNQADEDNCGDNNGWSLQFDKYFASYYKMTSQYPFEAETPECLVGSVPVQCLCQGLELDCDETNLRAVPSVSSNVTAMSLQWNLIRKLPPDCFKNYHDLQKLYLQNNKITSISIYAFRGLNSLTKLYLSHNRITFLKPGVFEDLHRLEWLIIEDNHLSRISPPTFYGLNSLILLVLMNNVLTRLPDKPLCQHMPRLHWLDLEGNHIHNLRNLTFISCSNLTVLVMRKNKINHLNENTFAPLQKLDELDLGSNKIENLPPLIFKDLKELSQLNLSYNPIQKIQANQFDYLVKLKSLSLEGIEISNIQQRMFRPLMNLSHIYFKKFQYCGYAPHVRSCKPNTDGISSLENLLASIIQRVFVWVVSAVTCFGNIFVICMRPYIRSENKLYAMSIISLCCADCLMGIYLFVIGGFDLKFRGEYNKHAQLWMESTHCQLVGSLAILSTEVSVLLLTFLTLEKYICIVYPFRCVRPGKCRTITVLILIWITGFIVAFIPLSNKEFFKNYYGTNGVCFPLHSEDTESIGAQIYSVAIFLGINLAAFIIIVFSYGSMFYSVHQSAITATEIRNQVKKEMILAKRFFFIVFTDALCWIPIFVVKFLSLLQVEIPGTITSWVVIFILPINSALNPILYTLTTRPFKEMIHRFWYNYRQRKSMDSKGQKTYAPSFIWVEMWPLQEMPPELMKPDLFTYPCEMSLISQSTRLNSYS
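Agonist response is measured as cAMP accumulation in an RXFP1-transfected HEK293T line under PDE4 inhibition. Values are scaled between buffer-only and 29 nM porcine relaxin, and EC50s come from standard Hill equation fits.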
D1 antag = Antagonist of Human D 1 Dopamine Receptor: qHTS | D(1A) dopamine receptor (Homo sapiens), P21728 | HEK293 TREx D1 cells, calcium flux, dopamine EC80; hits give low values | activity change, negative = inhibition, % at 10 µM | 360,000 compounds, 3.2% hits; in the data active = activity change below about -30%; also: % is scaled to controls: 0 for no effect and ±100 for the full control effect
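Tetracycline-induced HEK293 Trex D1 cells, force-coupled to calcium, dye-loaded; compounds added and read 180 s, then EC80 dopamine added and calcium flux tracked kinetically another 180 s.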
Active calls of the source: *; ? = inconclusive; · = no result given; & = joins results of further samples. Unless noted, calls follow the shape of the dose curve; as a rule, active = well fitted curve in the direction sought with a large enough effect; inconclusive = small, poorly fitted or top-dose-only effect, or another doubt; inactive = no such curve, though single readings can be large; an effect the other way counts as inactive or inconclusive. The list is partial, so the mix of outcomes need not match the whole.

| structure | GRP78 ERSR act | D1 potentiator | RXFP1 ag | D2 potentiator | Vif-A3F inh | D1 antag | D1 ag | LDHA inh | Vif-A3G inh |
| --- | --- | --- | --- | --- | --- | --- | --- | --- | --- |
| Cc1ccc(S(=O)(=O)NCC2COc3ccccc3O2)cc1 (stereo not given) | -4% | -2 | -0.4% | -7 | -5% | 0 | 2 | -12 | 2% |
| COc1cc2sc(-c3ccccc3OC)c(-c3ccc(OCCN4CCCCC4)cc3)c2cc1OC | -10% | · | · | · | 0% | · | · | 3 | -10% |
| Clc1ccc(-c2noc(CN3CCCC3)n2)cc1 | 2% | -1 | 0.1% | -6 | 1% | -8 | 1 | -7 | -1% |
| C#CCOCCOCCOCCNc1nc(N2CCN(C(=O)CCCCCCCCCCNC(=O)Cn3cc(CCCCCN)nn3)CC2)nc(N2CCN(C(=O)CCCCCCCCCCNC(=O)[C@@H](CCSC)n3cc(CCO)nn3)CC2)n1 | -11% | 5 | 3.5% | 8 | 8% | 2 | 3 | 0 | ? |
| O=C(NNC(=O)c1ccc2ncccc2c1)c1ccc(Cl)cc1 | -1% | -5 | -0.6% | 2 | -4% | -13 | -1 | -3 | -1% |
| O=C(CSc1c2c(nc3ccc(Cl)cc13)CCCC2)N1CCN(C(=O)c2ccco2)CC1 | -14% | · | · | · | -10% | · | · | -3 | ? |
| O=C(CN1CCN(Cc2ccccc2)CC1)Nc1nc2ccccc2s1 | -5% | 1 | 2.4% | -16 | 1% | 7 | 4 | -1 | 3% |
| CCN(CC)C(=O)c1[nH]cnc1C(=O)N[C@@H](CCCCNC(=O)OC(C)(C)C)C(=O)OC(C)(C)C | -2% | -2 | -0.1% | 8 | 0% | -3 | -5 | -6 | -5% |
| COc1ccc(NC(=O)CN(C)C(=O)c2ccccc2OCC(=O)Nc2cccc(C(F)(F)F)c2)cc1 | -4% | -5 | -0.3% | 17 | 4% | -33* | 13 | -4 | -3% |
| O=C(O)c1ccccc1/C=N/Nc1nc(N2CCCCC2)nc(N2CCCCC2)n1 | · | 12 | 2.4% | 9 | · | -9 | 1 | · | · |
| NC(=O)CCS(=O)(=O)c1ccccc1 | -4% | 8 | 1.3% | 14 | -3% | 4 | 1 | 3 | -1% |
| C/C(=N\S(=O)(=O)c1ccc(C)cc1)N1CCN(S(=O)(=O)c2ccccc2)C1 | -1% | -3 | 1.4% | 7 | 0% | 9 | 11 | 0 | 0% |
| COc1ccc(NC(=O)c2c3c(nc4ccccc24)CCC3)cc1 | -3% | -1 | 3.7% | 15 | -1% | -6 | 8 | -9 | 1% |
| O=C(CNC(=O)c1ccco1)NCC(=O)OCC(=O)c1ccc(Cl)c([N+](=O)[O-])c1 | -15% | -8 | 24% | 38* | -5% | -13 | 1 | -3 | ? |
| CCCN(CCC)CCNC(=O)C1c2ccccc2C(=O)N2CCc3ccccc3C12 (stereo not given) | -2% | 3 | 1.0% | -4 | 16% | -11 | 2 | -5 | 2% |
| CCOCCSc1n[nH]c(=O)n1CCc1ccccc1 | -1% | 7 | -5.6% | 5 | -8% | 8 | 7 | -3 | 0% |
| O=C(CCc1ccccc1)NCc1ccc2c(c1)OCO2 | -2% | 0 | 1.8% | -3 | 1% | -11 | 4 | -10 | -5% |
| CCn1nnnc1NC(=O)c1cccc(OC)c1 | -2% | -2 | -0.4% | -9 | -16% | 4 | 1 | -2 | 0% |
| CCOC(=O)c1cc(C)sc1NC(=O)CN1CCN(C(=O)c2ccco2)CC1 | -6% | 12 | 0.0% | 0 | -15% | 2 | 1 | 0 | -9% |
| CC(=O)c1ccc(N2CCN(c3nc4c(S(=O)(=O)c5ccccc5)nnn4c4ccc(Cl)cc34)CC2)cc1 | -2% | 0 | 2.5% | 11 | 1% | -26 | 1 | -13 | -2% |
| COc1cccc(CN(CC(=O)NCc2ccco2)C(=O)CNS(=O)(=O)c2ccccc2)c1 | -4% | -6 | -0.4% | · | -6% | 18 | -1 | -2 | -1% |
| N#CC1(C#N)C(C(N)=O)C1c1ccccc1 (stereo not given) | 2% | 2 | 0.4% | -5 | 1% | 43 | 8 | -3 | 1% |
| CCc1ccc(NC(=O)CC2C(=O)N(c3cccc(OC)c3)C(=O)N2C2CCCC2)cc1 (stereo not given) | -2% | -2 | 0.6% | -4 | 6% | -5 | 0 | -10 | 3% |
| CCNc1nc(Oc2ccc(=O)[nH]n2)nc(SC)n1 | -3% | 5 | 0.5% | · | 4% | 2 | 2 | -5 | 6% |
| CCN(CC)Cc1cc2ccccc2c2c1COC2 | -6% | -10 | 0.2% | -14 | -3% | -3 | 2 | 7 | -2% |
| O=C(CSc1nnnn1-c1cccc(F)c1)NC1CC1 | -2% | · | · | · | -25% | · | · | -5 | -4% |
| Fc1ccc(N2CCN(c3ccc4c(C(F)(F)F)cc(C(F)(F)F)nc4n3)CC2)cc1 | 1% | -3 | 0.1% | -6 | -6% | 0 | 4 | 0 | 1% |
| COc1ccc(C2C(C(=O)N3CCOCC3)c3ccccc3C(=O)N2c2ccc(OC)cc2)cc1 (stereo not given) | -4% | -2 | 2.0% | 1 | -1% | -8 | 2 | -3 | 0% |
| COc1ccc(N2CCN(C(=O)c3cc4c(-c5cccc(OC)c5)nn(C)c4s3)CC2)cc1 | -1% | 0 | 0.7% | 21 | · | -3 | 4 | 4 | 1% |
| COc1cc2c(cc1OC)CN(CC(=O)Nc1ccc3c(c1)OCO3)CC2 | -3% | -8 | 1.5% | -11 | -11% | -8 | 4 | 1 | -4% |
| O=C(C1CCCCC1)N1C[C@H](n2cc(-c3ccc(F)cc3)nn2)[C@@H](O)C[C@@H]1c1ccc(Cl)cc1 | 0% | · | · | · | -9% | · | · | ? | -6% |
| O=C(CC1C(=O)NCCN1Cc1cccc(Oc2ccccc2)c1)NCCc1ccncc1 (stereo not given) | -3% | -5 | 1.1% | 1 | 0% | 10 | 2 | 2 | 3% |
| COc1ccccc1C=NN1CCCCCC1 | -1% | · | · | · | 4% | · | · | -7 | -2% |
| O=C(c1nc2nc(-c3cccs3)cc(C(F)(F)F)n2n1)N1CCN(Cc2ccccc2)CC1 | 8% | 0 | -0.5% | -11 | -11% | 1 | 1 | 1 | -1% |
| O=C1CS/C(=N/N=C/c2c[nH]c3ccccc23)N1 | -1% | -4 | -1.6% | 4 | -7% | 5 | 2 | 1 | -1% |
| CN1CCN(CC(O)COc2ccc(S(=O)(=O)N3CCOCC3)cc2)CC1 (stereo not given) | -4% | 8 | 0.2% | 5 | -3% | 5 | 0 | -10 | -3% |
| Cc1oc(-c2cccs2)nc1CN1CCN(C2CCCC2)C(CCO)C1 (stereo not given) | -1% | -6 | -0.1% | · | 1% | -4 | 2 | -2 | -2% |
| OCC1(Cc2cccc(Cl)c2)CCCN(Cc2ccc3cc(F)ccc3n2)C1 (stereo not given) | -3% | 1 | -0.3% | 0 | 4% | 15 | 1 | 1 | 3% |
| CC1CCN(S(=O)(=O)c2cccc(C(=O)Oc3ccc([N+](=O)[O-])cc3)c2)CC1 | -1% | -4 | 3.6% | -2 | 1% | -16 | 8 | -4 | 0% |
| CN(CC(=O)Nc1ccc(F)cc1)C(=O)CN1C(=O)NC2(CCCC2)C1=O | -4% | -2 | -0.5% | 28 | 6% | 0 | 1 | -3 | -6% |
| CS(=O)(=O)c1ccccc1-c1csc(N2CCC(C(N)=O)CC2)n1 | -3% | 0 | 0.5% | · | -8% | -30 | 3 | -2 | 1% |
| O=C(NC1CCCC1)c1ccc(CSc2nc3cccnc3n2Cc2ccccc2F)cc1 | 1% | 0 | 0.0% | 7 | 2% | -7 | 1 | -8 | 3% |
| C[S+](CC[C@H](N)C(=O)O)C[C@H]1O[C@@H](n2cnc3c(N)ncnc32)[C@H](O)[C@@H]1O (stereo not given in full) | -3%&-5% | -3 | 4.7% | -5 | 3% | 9 | 1 | -11 | -12% |
| COc1ccc(C2(C(=O)Nc3ccc(S(N)(=O)=O)cc3)CCCC2)cc1 | -5% | -4 | -1.5% | 2 | 1% | 17 | 8 | -5 | -5% |
| Cc1ccc(S(=O)(=O)n2cccc2C)cc1 | 1% | · | · | · | 5% | · | · | -5 | -1% |
| O=C(NCc1ccco1)c1ccc(CS(=O)(=O)Cc2ccc(Cl)cc2)o1 | -5% | -1 | 0.8% | 7 | 1% | 0 | 2 | 2 | -1% |
| Cc1ccc(C)c(CNC(=O)CN2C(=O)CSc3ccc(S(=O)(=O)N(C)C)cc32)c1 | -2% | -2 | 0.4% | -2 | 3% | -14 | 2 | -16 | 8% |
| CC(C)c1ccc(NS(=O)(=O)c2ccc3c(c2)NC(=O)CO3)cc1 | -2% | 8 | 2.0% | -7 | -16% | 5 | 8 | 5 | -5% |
| CC1CCC(NC(=O)c2ccc(NC(=O)c3ccc(=O)[nH]c3)cc2)CC1 (stereo not given) | · | 1 | 22% | -2 | · | -6 | -3 | · | · |
| O=C(CN1C(=O)NC(Cc2c[nH]c3ccccc23)C1=O)NCC(F)(F)F (stereo not given) | 1% | 3 | 0.3% | 0 | -1% | 6 | 0 | -5 | -1% |
| Cc1cc(N2CC(C(=O)Nc3nccs3)CC2=O)ccc1C(C)C (stereo not given) | 1% | -1 | 1.1% | -1 | 2% | 12 | 4 | -6 | 2% |
